From PubChem
OX1R antagonist – blocks the human orexin 1 receptor; AID 434989; O43613; 330,000 compounds, 0.43% hits; CHO/OX1R cells, Fluo-8 calcium fluorescence, orexin A; inhibition, % at 5 µM;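 active = inhibition above its plate's threshold, mean inhibition of all tested compounds on the plate plus 3 SD, cut at about 37% in these data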;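 note: 0% = orexin A challenge wells and 100% = SB-334867-A antagonist wells; not every result past the cut was called active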
Target sequence (O43613 whole entry, looked up): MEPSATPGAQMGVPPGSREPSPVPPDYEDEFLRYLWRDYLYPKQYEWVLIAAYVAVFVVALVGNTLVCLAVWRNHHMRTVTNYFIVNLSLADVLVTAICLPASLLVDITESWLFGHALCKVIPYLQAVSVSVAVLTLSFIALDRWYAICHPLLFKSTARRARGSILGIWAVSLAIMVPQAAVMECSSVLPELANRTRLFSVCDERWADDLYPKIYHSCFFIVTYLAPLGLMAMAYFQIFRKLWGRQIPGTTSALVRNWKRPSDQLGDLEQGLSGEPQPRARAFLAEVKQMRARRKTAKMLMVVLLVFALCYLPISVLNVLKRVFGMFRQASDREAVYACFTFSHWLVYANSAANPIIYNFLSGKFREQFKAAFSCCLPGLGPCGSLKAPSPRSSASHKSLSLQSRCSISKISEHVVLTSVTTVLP
CHT PAM – allosteric activators of human choline transporter CHT. Q9GZV3. CHT-expressing cells, membrane potential dye, choline EC20; hits give high values; LV-AA mutant CHT in HEK293 cells. B-score at 10 µM. 310,000 compounds, 0.49% hits. AID 488977;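 active = initial fluorescence not abnormally high and integrated response B-score, plate-corrected, over 3 SD above library mean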
Target sequence (Q9GZV3 whole entry, looked up): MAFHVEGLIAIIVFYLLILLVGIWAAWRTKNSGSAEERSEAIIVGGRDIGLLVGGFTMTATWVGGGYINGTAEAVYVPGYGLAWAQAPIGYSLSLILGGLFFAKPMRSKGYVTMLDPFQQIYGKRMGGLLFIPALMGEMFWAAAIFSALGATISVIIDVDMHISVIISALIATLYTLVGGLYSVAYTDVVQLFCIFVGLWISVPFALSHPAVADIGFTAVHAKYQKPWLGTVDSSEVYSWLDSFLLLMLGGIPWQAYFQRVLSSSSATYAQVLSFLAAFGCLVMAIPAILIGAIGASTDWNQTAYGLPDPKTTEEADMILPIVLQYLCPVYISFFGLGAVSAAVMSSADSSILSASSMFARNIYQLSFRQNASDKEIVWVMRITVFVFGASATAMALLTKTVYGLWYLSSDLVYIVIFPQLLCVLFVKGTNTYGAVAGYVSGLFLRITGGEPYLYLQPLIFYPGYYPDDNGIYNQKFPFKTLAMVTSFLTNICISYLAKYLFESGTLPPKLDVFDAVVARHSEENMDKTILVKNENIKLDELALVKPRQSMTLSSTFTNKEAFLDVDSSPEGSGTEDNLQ
* marks the source's active call; other numbers are inactive results; i = inactive; . = no result given.

Values run as follows: OX1R antagonist | CHT PAM
Cc1c(-n2c(SCC(=O)O)nnc2-c2ccccc2Cl)c(=O)n(-c2ccccc2)n1C
  -7 | i
CCCS(=O)(=O)N1CCC(C(=O)N2CCN(C(=O)OCC)CC2)CC1
  -5 | i
COc1cccc(CNC(=O)c2cccs2)c1
  -5 | i
COc1ccc(C(=O)C2CCCN(Cc3cn[nH]c3-c3ccc(F)cc3)C2)cc1OC (stereo not drawn)
  -26 | i
COc1cc(C(=O)OCC(=O)N2CCN(C(C)=O)CC2)ccc1OCC(C)C
  -9 | i
Cc1ccc(NC(=O)CN2C(=O)C3C4C=CC(C4)C3C2=O)cc1S(=O)(=O)N(C)C (stereo not drawn)
  -10 | i
COc1ccccc1NC(=O)c1ccccc1N(Cc1ccccc1)S(C)(=O)=O
  . | i
CCn1c(SCC(=O)NC2CCCCC2)nnc1-c1cccs1
  -23 | i
COCC(=O)Nc1ccc(Br)c(C)c1
  5 | i
CN(C)c1cc2c(cc1NS(=O)(=O)c1ccccc1)n(C)c(=O)n2C
  -24 | i
COc1ccc(C2C(C#N)=C(N)OC3=C2C(=O)CC(C)C3)c(OC)c1OC (stereo not drawn)
  -43 | i
CN1C(=O)C2(C(C#N)=C(N)Oc3c2oc(CO)cc3=O)c2ccccc21 (stereo not drawn)
  -6 | i
COc1ccc(C(=O)NCCc2ccc(C(F)(F)F)cc2)cc1S(=O)(=O)N1CCOCC1
  -32 | .
Nc1n[nH]c(=S)n1-c1ccc(Cl)cc1
  -13 | i
C/C(=N\NC(=O)COc1cccc(C)c1)c1ccc2ccccc2c1O
  . | i
COc1ccccc1NC(=O)Nc1ccc(S(=O)(=O)Nc2onc(C)c2C)cc1
  -4 | .
O=C(CCCN1C(=O)/C(=C/c2ccc3c(c2)OCO3)SC1=S)Nc1cccc(C(=O)O)c1
  7 | i
CCc1cc(/C(Cc2ccccn2)=N\O)c(O)cc1O
  -11 | i
CC(C)c1ccc2oc(-c3cc(N)ccc3O)nc2c1
  -12 | i
Cc1cccc(/C(N)=N/OC(=O)COc2ccc(Cl)c(C)c2)c1
  -2 | i
COc1ccc(S(=O)(=O)N(C)CC(=O)Nc2ccc3c(c2)OCO3)cc1OC
  -22 | i
Cc1ccc(CN2C(=O)CC(Nc3ccc(N4CCOCC4)cc3)C2=O)cc1 (stereo not drawn)
  -23 | i
CCOc1ncccc1C(=O)OCC(=O)c1cc(C)n(Cc2ccco2)c1C
  -8 | i
OCC1(Cc2ccccc2F)CCCN(Cc2c(F)ccc(F)c2F)C1 (stereo not drawn)
  -41 | i
CC1=CC(C)(C)N(C(=O)CSc2nnc(N)s2)c2ccccc21
  -18 | i
O=C(COC(=O)Cc1ccc(F)cc1)Nc1ccc2[nH]c(=O)[nH]c2c1
  -12 | i
O=C(Nc1ccccn1)C1CCCN1S(=O)(=O)c1ccc(Cl)cc1 (stereo not drawn)
  6 | i
CCOC(=O)c1c(C)[nH]c(C(=O)OCC(=O)NC(C)C)c1C
  -13 | i
CCCCn1c(CCNC(=O)CC)nc2ccccc21
  -17 | i
CCc1ccc(NCc2cc3c(C)nn(-c4ccccc4)c3[nH]c2=O)cc1
  -19 | i
CCCCc1ccc(NC=C2C(=O)OC3(CCCCC3)OC2=O)cc1
  0 | i
CCC(=O)OC1(C#CCOc2ccc(OC)cc2)CCN(C)CC1
  -27 | i
CCc1nnc(NC(=O)CN2CCN(C3CCCCC3)CC2)s1
  4 | i
COc1cccc(Oc2coc3cc(OC(=O)N4CCOCC4)ccc3c2=O)c1
  2 | i
CCN(C(=O)C1CCCN1S(=O)(=O)c1cccc2nsnc12)c1ccccc1 (stereo not drawn)
  -16 | i
O=C(c1ccco1)N1CCN(C(=O)c2ccccc2NS(=O)(=O)c2ccc(F)cc2)CC1
  -22 | i
Cc1nc(/C(N)=N/OC(=O)Cc2ccccc2)no1
  3 | i
Oc1ccc(/C=N/N2CCN(C3c4ccccc4-c4ccccc43)CC2)cc1O
  -12 | i
CCCCN(C(=O)NC(=O)C1=C(N2CCOCC2)/C(=C/c2ccccc2)CC1)S(C)(=O)=O
  -12 | i
COc1cccc(-c2ccc(C#N)c(OC(=O)c3ccc(Cl)cc3)n2)c1
  0 | i
COc1ccc(N2CCN(S(=O)(=O)c3ccc4c(c3)NC(=O)C(C)C(=O)N4)CC2)cc1 (stereo not drawn)
  -19 | i
CC(=O)OC[C@H]1O[C@@H](Oc2cc(O)cc3oc(-c4ccc(O)cc4)cc(=O)c23)[C@H](O[C@@H]2O[C@@H](C)[C@H](O)[C@@H](O)[C@H]2O)[C@@H](O)[C@@H]1O
  -3 | .
C[C@H](NC(=O)c1nc[nH]c1C(=O)NCCCCCNC(=O)OC(C)(C)C)C(=O)OCc1ccccc1
  45 | i
COc1cc(NC(=O)CSc2nccc(=O)[nH]2)c(C)cc1[N+](=O)[O-]
  -17 | i
CC(C)CN1C2CCCC1CC(NC(=S)NCc1ccco1)C2 (stereo not drawn)
  -13 | i
CC1(C)CC(=O)c2cc3c(nc2C1)CC(C)(C)CC3=O
  -21 | i
S=C(NCc1ccncc1)Nc1ccc(Cl)c(Cl)c1
  10 | i
CCCCn1c(=O)[nH]c2ccccc21
  -62 | i
COc1ccc(CNC(=O)CCC(=O)c2ccccc2)cc1
  -52 | .
CCCC(CCC(=O)Nc1cc([N+](=O)[O-])ccc1O)C(=O)O (stereo not drawn)
  -13 | i
COc1ccc(/C=C/C(=O)c2ccc(O)cc2)cc1
  3 | i
CC(C)(C)N1C(=O)c2ccc(C(=O)Nc3ccc(O)cc3)cc2C1=O
  2 | i
Cc1cc(NC(=O)CSc2nc3c(c(=O)n2C)SCC3)no1
  -6 | i
Fc1ccc(N2CCN(c3ccc4c(C(F)(F)F)cc(C(F)(F)F)nc4n3)CC2)cc1
  -23 | i
CCOc1ccccc1Nc1nnc(SCC(=O)N2CCCC2)s1
  -32 | i
CC1CCOC2(O1)C(=O)N(CN1CCN(c3cccc(Cl)c3)CC1)c1ccccc12 (stereo not drawn)
  3 | i
CC(C)c1ccc(NC(=O)CCNC(=O)Cn2ccc3ccccc3c2=O)cc1
  -4 | i
CN(C)Cc1c(C(=O)N/N=C/c2cccc(OCc3ccccc3)c2)nnn1-c1nonc1N
  -12 | i
Cc1ccc(NC(=O)C2(c3cccs3)CCOCC2)cc1C
  -15 | i
COCc1cc(=O)[nH]c2cc(NC(=O)C3CC3)c(C)cc12
  -16 | i

(next part)
Values run as follows: OX1R antagonist | CHT PAM
Cc1[nH]nc2c1C(=O)CCC2
  -22 | i
Cc1cc(C)c(C(N)=O)c(Nc2ccc3c(c2)OCCO3)n1
  0 | i
COC(=O)c1ccc(CN(C)S(=O)(=O)c2ccc(C)cc2)o1
  3 | i
C=CCNC(=O)c1cc(Cl)ccc1Cl
  -10 | i
COc1ccccc1C(=O)Nc1ccc(C2=NNC(=O)CC2C)cc1 (stereo not drawn)
  -31 | i
COc1cccc(CNC(=O)Cc2ccc(-n3c(=O)[nH]c4ccccc4c3=O)cc2)c1
  -8 | i
COc1ccc(-c2oc3ccccc3c(=O)c2OC(=O)c2ccc(C)cc2)cc1
  -23 | i
CS(=O)(=O)Nc1cccc2cccnc12
  0 | i
Cc1cc(C)nc(N/N=C/c2cc(Br)ccc2O)n1
  -21 | i
CCOC(=O)c1c(-c2ccc(C)o2)csc1NC(=O)CSc1ncn[nH]1
  -31 | i
CCN(CC)S(=O)(=O)c1ccc(N/N=C/c2ccc(OC)c(OC)c2OC)nc1
  -27 | i
COCCn1c(SCC(=O)Nc2nnc(C)s2)nnc1-c1cc2ccccc2cc1O
  -16 | i
COc1cc(C(=O)N2CCN(S(=O)(=O)c3cccs3)CC2)cc(OC)c1C
  -27 | i
COc1ccc(OC)c(NC(=O)CSc2nncc(=O)n2N)c1
  -6 | i
O=C(Nc1ccccc1C(=O)NCc1cccnc1)c1ccc(Cl)cc1Cl
  -9 | i
C=CCN(CC=C)C(=O)Cn1cnc([N+](=O)[O-])n1
  -17 | i
O=C(CCCC(=O)N1CCN(c2cccc(Cl)c2)CC1)c1ccccc1
  -13 | i
CC(/C=N/NC(=O)CSc1n[nH]c(=O)[nH]c1=O)=C\c1ccccc1
  -9 | i
Cc1ccc(/C=N/n2c(-c3cccnc3)n[nH]c2=S)o1
  -8 | i
CC[C@]12c3[nH]c4ccc(OC)cc4c3CCN1C(=O)C(CC(=O)NCCc1ccccn1)C[C@@H]2C(=O)N1CCN(C(=O)c2ccco2)CC1 (stereo partly drawn)
  -7 | .
CCn1cc(-c2ccnc3cc(C(=O)O)nn23)c(C)n1
  -2 | i
CC(C)(C)c1ccc(OCCC(=O)NNC(=O)c2ccccc2)cc1
  -10 | i
N#CC1=C(N)N(c2ccc(Br)cc2)C2=C(C(=O)CCC2)C1c1cccnc1 (stereo not drawn)
  -22 | i
COc1ccc(CCNC(=O)CCc2cc(OC)c(OC)c(OC)c2)cc1OC
  -19 | i
c1ccc(-c2nnc(SCc3nc4ccccc4[nH]3)n2Cc2ccco2)nc1
  -25 | i
CCCOc1ccc(C(=O)CCC(=O)OCC(=O)N2CC(=O)Nc3ccccc32)cc1
  -20 | i
CCCCc1cc(=O)oc2c(CN(CC)CC)c(O)c(Cl)cc12
  -25 | i
COc1ccc(C(CC(=O)c2ccccc2)S(=O)(=O)c2ccccc2)cc1 (stereo not drawn)
  -18 | i
CCOC(=O)Nc1oc2ccccc2c(=O)c1C
  1 | i
Cc1cc(NC(=O)CSc2nc(=O)cc(N)n2-c2ccc(Cl)cc2)no1
  -8 | i
CCOC(=O)NC1(C(F)(F)F)C(=O)NC(C)=C1C(=O)OC (stereo not drawn)
  -11 | i
COc1ccccc1CNS(=O)(=O)c1ccc2c(c1)N(C(C)=O)CCO2
  -12 | i
COCCNC(=O)Cn1cc(C(=S)N2CCCCC2)c2ccccc21
  -21 | i
COC1=CC(=O)C[C@@H](C)[C@]12Oc1c(Cl)c(OC)cc(OC)c1C2=O
  -8 | i
O=C1CCCC(O)=C1C=NCc1ccccc1
  -14 | i
COc1cc(S(=O)(=O)NCc2ccc3c(c2)OCO3)c(OC)cc1C
  -5 | i
CCc1ccccc1NC(=O)CN1CCN(C(=O)CNC(=O)c2ccc(-c3ccccc3)cc2)CC1
  13 | .
CC(NC(=O)c1ccccc1Cl)C(=O)O (stereo not drawn)
  -9 | i
Nn1c(SCC(=O)Nc2c(F)cc(F)cc2Br)nnc1C1CCCCC1
  -20 | i
COc1cc(NC(=O)c2csc(N)n2)cc(C(=O)Nc2cccc(C(F)(F)F)c2)c1
  -28 | i
CCN1CCN(CC(=O)Nc2cccc(C)c2C)C(=O)C1=O
  -12 | i
COCCCN1C(=O)/C(=C\c2ccc3c(c2)OCO3)C(C(=O)OC)=C1C
  -17 | i
Cc1ccsc1C(=O)N1CC=C(c2ccccc2)CC1
  -38 | i
Cc1cc2oc3cc(NCCC4CCCN4C)ccc3c(=O)c2cc1C (stereo not drawn)
  -20 | i
Cc1occc1C(=O)N/N=C/C1=C(N2CCOCC2)C(=C\c2ccc(Cl)cc2)/CC1
  -19 | i

A stretch from the list above, as a working copy:
Values run as follows: OX1R antagonist | CHT PAM
O=C1CCCC(O)=C1C=NCc1ccccc1
  -14 | i
COc1cc(S(=O)(=O)NCc2ccc3c(c2)OCO3)c(OC)cc1C
  -5 | i
CCc1ccccc1NC(=O)CN1CCN(C(=O)CNC(=O)c2ccc(-c3ccccc3)cc2)CC1
  13 | .
CC(NC(=O)c1ccccc1Cl)C(=O)O (stereo not drawn)
  -9 | i
Nn1c(SCC(=O)Nc2c(F)cc(F)cc2Br)nnc1C1CCCCC1
  -20 | i

Next section
Values run as follows: OX1R antagonist | CHT PAM
CCCCC(C(=O)NC(C)c1ccccc1)C(=O)NC(C)c1ccccc1 (stereo not drawn)
  13 | i
Cc1ccc(NC(=O)c2ccc(Cl)c(S(=O)(=O)NCc3ccco3)c2)c(O)c1
  -11 | .
COc1cc(NC(=O)CN(C)S(=O)(=O)c2ccc3nc(C)sc3c2)cc(OC)c1
  -35 | i
COC(=O)c1sccc1NC(=S)N1CCCCC1
  2 | i
CN(CC(=O)Nc1ccc(F)cc1)C(=O)CSc1ncccn1
  -7 | i
Cc1cccc(C)c1NC(=O)C(Cl)=C(Cl)Cl
  -9 | i
Cc1nc(C(=O)Nc2ccccc2)sc1C(=O)Nc1ccccc1
  -19 | i
CC1CCN(c2ccc3nnc(CCC(=O)N4CCN(c5ccccc5F)CC4)n3n2)CC1
  -26 | i
Cc1ccc(C(=O)O/N=C(\c2ccccc2)c2ccncc2)cc1
  -25 | i
COC(=O)c1cc(=O)n(C2CC2)c(=NC2CC2)s1
  0 | i
Cc1ccc(C)c(CSc2nnc(-c3ccccn3)n2N)c1
  -33 | i
O=C1CCC([N+](=O)[O-])C(c2cc3c(cc2Cl)OCO3)N1 (stereo not drawn)
  -3 | i
Cc1ccc(N(C(=O)c2snc(C(N)=O)c2N)C(CC(C)C)C(=O)NC2CCCC2)cc1 (stereo not drawn)
  -16 | i
CCOC(=O)c1c(NC(=S)Nc2ccc(F)cc2)sc2c1CCC2
  -28 | i
O=C(CCCCn1c(=O)[nH]c2ccsc2c1=O)NCC1CCCO1 (stereo not drawn)
  -11 | i
CCCCn1c(=O)[nH]c(=O)c2c1nc(-c1ccc(-c3ccccc3Br)o1)n2CC
  -18 | i
COc1ccc(NC(=O)CSc2nnc(-c3cccs3)n2C)cc1OC
  -19 | i
N#C/C(=C\Nc1ccc2c(c1)OCCO2)C(=O)NCc1ccco1
  -12 | i
CC(O)CNc1nc2c(c(=O)n(Cc3ccc(Cl)c(Cl)c3)c(=O)n2C)n1C (stereo not drawn)
  -9 | i
CCOC(=O)CNc1nc(Cl)nc(N2CCCCC2)n1
  -7 | i

2 compounds picked at random from the list so far, as already listed:
Values run as follows: OX1R antagonist | CHT PAM
CCOC(=O)CNc1nc(Cl)nc(N2CCCCC2)n1
  -7 | i
CCCCn1c(=O)[nH]c(=O)c2c1nc(-c1ccc(-c3ccccc3Br)o1)n2CC
  -18 | i
